Screening data (PubChem)
L3MBTL1 block: blocks human L3MBTL1. Q9Y468. AlphaScreen L3MBTL1–H3K9me1 peptide binding. Potency, µM (series often up to 57.1 µM), for the others: at the highest dose activity, negative = inhibition, hits mostly inhibitors. hit rate 0.66% among 230,000. AID 485360; further: nearly all actives have a fitted effect of over 60% in size
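AlphaScreen proximity signal between nickel-chelate acceptor and streptavidin donor beads (final 10 ug/mL) reports binding of 50 nM L3MBTL1 to 75 nM biotin-H3 K9me1 peptide; complex incubated with compounds 30 min at room temperature; cefsulodin titration as control.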
Tau FP inhib: tau fibrillization inhibition (FP). P10636. K18 P301L tau heparin fibrillization, Alexa594 FP, 6 h. Potency, µM (titrated, usually from 57.7 µM), for inactives: at the highest dose activity, negative = inhibition, most hits filed as inhibitors. hit rate 0.39% among 280,000. AID 1468; further: nearly all actives have a fitted effect of over 55% in size
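Steps: dispense K18 P301L tau (15 uM plus 0.24 uM Alexa 594 tracer, final) in pH 7 sodium acetate; add compound; add heparin (20 uM final); incubate 6 hr, 37 C; add ThT (30 uM final); after 1 hr ambient, read FP.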
RECQ1 helicase: blocks DNA unwinding by human RECQ1; RECQ1 DNA unwinding, red fluorescence kinetic read; P46063; hit rate 0.54% among 240,000; AID 2549; Potency, µM (doses to about 57.3 µM), inactives show at the top dose activity, negative = inhibition, actives largely listed as inhibitors;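 further: plate controls were vehicle for no effect and no enzyme for full effect; nearly all actives have a fitted effect of over 30% in size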
Target sequence (P46063 whole entry, looked up): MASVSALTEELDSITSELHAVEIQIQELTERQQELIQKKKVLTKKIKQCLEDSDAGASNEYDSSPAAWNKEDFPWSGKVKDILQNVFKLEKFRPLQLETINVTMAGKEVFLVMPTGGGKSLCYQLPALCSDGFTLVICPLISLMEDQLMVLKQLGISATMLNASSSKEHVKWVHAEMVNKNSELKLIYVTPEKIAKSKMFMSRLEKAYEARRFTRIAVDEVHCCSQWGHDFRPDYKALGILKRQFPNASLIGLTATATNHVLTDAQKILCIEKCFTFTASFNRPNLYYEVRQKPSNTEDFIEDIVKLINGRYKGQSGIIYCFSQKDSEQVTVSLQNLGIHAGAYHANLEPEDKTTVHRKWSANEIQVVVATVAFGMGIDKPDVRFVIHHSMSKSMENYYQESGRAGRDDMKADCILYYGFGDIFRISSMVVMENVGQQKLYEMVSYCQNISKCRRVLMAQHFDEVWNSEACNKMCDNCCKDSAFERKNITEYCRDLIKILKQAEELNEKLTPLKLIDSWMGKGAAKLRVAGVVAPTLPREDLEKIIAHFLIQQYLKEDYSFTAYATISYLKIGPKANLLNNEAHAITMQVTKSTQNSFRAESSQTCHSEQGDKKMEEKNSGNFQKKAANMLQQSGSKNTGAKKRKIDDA
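50 nM RECQ1T1 preincubated 15 min with compound in Tris pH 8.0 buffer with MgCl2, DTT, Tween-20 and 2.5 ug/ml poly(dI-dC); started with 200 nM TAMRA/BHQ-2 forked duplex and 2 mM ATP. Unwinding read as fluorescence (525/598 nm), two reads 2 h apart.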
GoLoco inh red: blocks human Gai1 binding to RGS12 GoLoco peptide, red readout. hit rate 0.44% among 230,000. Potency, µM (series often up to 61.6 µM), without a hit: top-dose activity, negative = inhibition, hits mostly inhibitors. Gai1:RGS12 GoLoco peptide FP, rhodamine, 10 min; active means well fitted inhibition curve with a large enough effect, not every such curve was filed as active; inactive means no such curve, though single readings can be large or run the other way; further: nearly all actives have a fitted effect of over 30% in size; many of its hits are not listed in these tables
Tau ThT inhib: inhibitors of human tau fibril formation, thioflavin T binding; P10636; recombinant tau K18 P301L (four-repeat tau fragment), heparin-induced fibrillization, ThT fluorescence; Potency, µM (highest dose often 57.4 µM), inactives show at the top dose activity, negative = inhibition, most hits filed as inhibitors; hit rate 2.1% among 270,000; further: nearly all actives have a fitted effect of over 55% in size
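Heparin-induced (20 uM) aggregation of recombinant human K18 P301L tau, 15 uM unlabeled with 0.24 uM labeled, pH 7 acetate buffer, 6 hr at 37 C with compound. Fibrils quantified by 30 uM ThT fluorescence after 1 hr ambient incubation.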
TRb SRC2 PPI: disrupts binding of human TR beta to SRC2. P10828. TRbeta-SRC2 peptide binding, fluorescence polarization; receptor liganded with 1 µM T3. Potency, µM (series often up to 106 µM), inactives show top-dose activity change, negative = inhibition, actives largely listed as inhibitors. hit rate 0.065% among 280,000;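 further: plate controls were bound peptide for no effect and peptide without receptor for full effect; nearly all actives have a fitted effect of over 50% in size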
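Compounds were added to 0.6 uM TRb ligand-binding domain and 20 nM Texas Red-labeled SRC2 peptide in Tris buffer containing 1 uM T3, incubated 5 hr at ambient temperature, then read by fluorescence polarization.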
TexasRed fluor: counter-screen for TRb-SRC2 inhibitors: fluorescence interference. TRb/SRC2 Texas Red total fluorescence interference. Potency, µM (titrated, usually from 106 µM), for the others: top-dose fluorescence change, negative = quenching. hit rate 0.29% among 280,000; active means well fitted curve in either direction with a large enough effect; inconclusive means small, poorly fitted or top-dose-only effect
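Flags fluorescent or light-absorbing compounds by total fluorescence, S + 2P, at 555 nm excitation and 632 nm emission. Mixture: 20 nM Texas Red SRC2 peptide, 0.6 uM human TRb LBD, 1 uM T3, 5% DMSO; compound exposure 5 h at ambient temperature.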
KDM4E inh: inhibitors of human JMJD2E histone demethylase; JMJD2E catalytic domain, FDH-coupled NADH fluorescence (FDH is formaldehyde dehydrogenase); Potency, µM (doses to about 57.1 µM), for inactives: top-dose activity change, negative = inhibition, actives largely listed as inhibitors; hit rate 1.6% among 230,000; B2RXH2; AID 2147; active means well fitted inhibition curve with a large enough effect, not every such curve was filed as active; inconclusive means small, poorly fitted or top-dose-only effect, or another doubt; inactive means no such curve, though single readings can be large or run the other way;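 further: 0% = wells with enzyme and -100% = buffer wells without enzyme; nearly all actives have a fitted effect of over 50% in size; many of its hits are not listed in these tables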
Target sequence (B2RXH2 1-337 limits assumed): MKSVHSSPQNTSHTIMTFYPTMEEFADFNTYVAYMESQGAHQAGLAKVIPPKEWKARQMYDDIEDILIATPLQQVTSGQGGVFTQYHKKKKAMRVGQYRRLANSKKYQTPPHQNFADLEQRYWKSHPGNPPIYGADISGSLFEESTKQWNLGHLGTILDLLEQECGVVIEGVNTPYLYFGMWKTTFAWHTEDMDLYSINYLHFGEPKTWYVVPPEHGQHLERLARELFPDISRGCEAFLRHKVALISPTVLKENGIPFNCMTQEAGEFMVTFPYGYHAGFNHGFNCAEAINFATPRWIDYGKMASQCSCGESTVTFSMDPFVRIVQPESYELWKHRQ
* = called active by the depositor; i = inactive; ? = inconclusive; / = not tested or not shown; [ ] = dose if it differs, or a comment. Unless noted, the call rests on the fitted dose curve; in most records, active means well fitted curve in the direction sought with a large enough effect; inconclusive means small, poorly fitted or top-dose-only effect, or another doubt; inactive means no such curve, though single readings can be large; an effect the other way counts as inactive or inconclusive. Unless noted, on the % scale 0 is the no-effect control and ±100 the full control effect; potency means the concentration at half of the fitted maximal effect. The list is partial (hit frequency here may not be typical).

SMILES	L3MBTL1 block	Tau FP inhib	RECQ1 helicase	GoLoco inh red	Tau ThT inhib	TRb SRC2 PPI	TexasRed fluor	KDM4E inh
Nc1nonc1-n1nnc(C(=O)N/N=C/c2ccc(OCc3ccccc3)cc2)c1COc1ccc(F)cc1	/	?	2%	0%	-3%	5%	1%	?
COc1cc(-n2c(-c3ccccc3)n[nH]c2=S)c(OC)cc1Cl	-10%	6%	i	-4%	-2%	11%	-2%	-1%
O=C(CSCc1ccccc1)Nc1ccc(F)cc1F	6%	5%	4%	47%[activator]	-5%	2%	-1%	1%
CCc1nnc(NC(=O)c2ccc(COc3ccccc3)o2)s1	13%[11.4 µM]	0%	-14%	6%	-9%	-3%	-4%	-5%
COc1ccc(-c2cc(=O)c3c(OC)c(OC)c(OC)c(OC)c3o2)cc1	/	-5%	-14%	2%	-19%	-12%	?	-6%
COC(=O)c1sccc1NC(=O)c1csc2c1CCCC2	/	-7%	-6%	-10%	?	-3%	0%	?
CC(=O)Nc1ccc2nc3c(=O)n(C)c(=O)n(C)c3nc2c1	25µM*	?	-2%	0%	18µM*	-5%	-6%	?
COc1ccc(N(CC(=O)NC(C)(C)C)S(=O)(=O)c2ccccc2)cc1OC	2%	15%	-11%	-2%	-3%	-9%	-3%	3%
CC1CSc2nc3sc4c(c3c(=O)n21)CCCC4 (stereo unspecified)	-3%	-4%	-12%	-7%	-15%	-4%	-2%	-2%
CCCCN(C)CCNS(=O)(=O)c1ccc2c(c1)n(C)c(=O)c(=O)n2C	/	-6%	-6%	7%	-10%	3%	-1%	-17%
O=C(NCC1CCCO1)c1ccc2c(c1)N(Cc1ccccc1)C(=O)CS2=O (stereo unspecified)	13%	-7%	-2%	-2%	-8%	6%	-1%	-7%
CC(C)C(=O)c1cc2c(cc1NC(=O)c1cccs1)OCCO2	44%[activator]	-16%	i	8%	2%	3%	-4%	?
COc1nc(NCC(C)C)nc(Oc2ccc(OCc3ccccc3)nn2)n1	2%	-4%	-7%	-2%	-13%	6%	2%	2%
COc1ccc(N2CCN(c3oc(/C=C/c4ccc(F)cc4)nc3C#N)CC2)cc1	/	9%	/	/	-10%	-2%	0%	/
CC1=CC(c2ccc(Cl)cc2)n2nc(N3C(=O)CCC3=O)nc2N1 (stereo unspecified)	-7%	?	0%	5%	-18%	-12%	2%	?
Cc1cc(C)n(-c2ccc(C(=O)C(C#N)c3nc4ccccc4n3C)cc2)n1 (stereo unspecified)	-9%	-1%	1%	-2%	?	4%	1%	?
COc1ccc(S(=O)(=O)N2CCCC2)c(C)c1C	8%	-1%	-7%	1%	7%	5%	0%	5%
CCOc1ccc(NC(=S)NCCCc2ccccc2)cc1	-18%	?	-12%	-3%	-26%	-3%	0%	-2%
O=C(O)CCc1ccc(-c2ccc(Cl)cc2)n1CC(=O)O	-10%	4%	-12%	3%	-13%	-14%	-3%	105%
COc1cc(C(=O)Nc2ccc3c(c2)OCCO3)ccc1OC(F)F	8%	12%	i	18%	-12%	1%	-2%	-5%
CSc1nc2ccsc2c(=O)n1-c1ccccn1	/	-3%	-2%	-15%	-7%	0%	-1%	9%
CCN(c1cccc(C)c1)S(=O)(=O)c1ccc(-n2cccn2)cc1	/	-7%	/	/	-4%	-2%	-2%	/
COc1ccc(/C(O)=C/c2nc3ccccc3n(-c3ccccc3)c2=O)cc1	/	-5%	-12%	57%[activator]	?	-1%	-3%	-5%
CC(Nc1ccc(-c2nc(-c3cccnc3)no2)cc1[N+](=O)[O-])c1ccccc1 (stereo unspecified)	/	-4%	/	/	8%	3%	-2%	/
C=CCn1c(N)c(C(=O)NCCC2=CCCCC2)sc1=S	-16%	3%	-10%	-7%	?	-12%	2%	-14%
COCCNC(=O)c1cc(-c2cccc(OC)c2)on1	9%	1%	-16%	3%	2%	-12%	1%	3%
CC(C)CN1C(=O)c2ccc(NC(=O)c3cccs3)cc2C1=O	/	?	1%	4%	-10%	-14%	-2%	?
COCCCNC(=O)c1cc2cc(Br)ccc2oc1=O	4%	-3%	i	1%	1%	-4%	-2%	5%
Cn1cc(C(=O)N2CCN(c3ccccn3)CC2)c(=O)c2cc(S(=O)(=O)N3CCOCC3)ccc21	-1%	-7%	i	5%	-2%	-6%	-1%	0%
CCn1c(SCC(=O)Nc2nccs2)nnc1-c1cc2cccc(OC)c2o1	1%	-11%	-3%	0%	?	-11%	-1%	2%
O=C(Nc1nnc(COc2ccc(F)cc2)s1)Nc1ccccc1F	/	-17%	-1%	8%	/	-6%	1%	-1%
CC1=CC(C)(C)N(C(=O)c2ccc(F)cc2)c2cc3c(cc21)OCO3	?	7%	-7%	-2%	5%	-2%	-3%	-3%
CN(C)c1ccc(/C=C2\NC(=S)N(Cc3ccccc3)C2=O)cc1	-22%	5%	13%	179%[activator]	?	-11%	4%	1%
Cc1ccc(N2CN(Cc3cccnc3)CNC2=S)cc1	2%	5%	-6%	-2%	0%	-3%	7%	0%
CN(C)CCN(C(=O)c1ccc(N2C(=O)CCC2=O)cc1)c1nc2cc3c(cc2s1)OCO3	/	-3%	-2%	-7%	-7%	8%	-2%	-2%
CSc1ccc(CCNS(=O)(=O)c2cc(-c3cc(C)no3)ccc2C)cc1	/	-11%	/	/	3%	-2%	1%	/
Cc1ccc(C(=O)N/C(=C/c2cccs2)C(=O)NCCc2c[nH]c3ccccc23)cc1	-23%	-2%	11%	5%	7%	-5%	0%	-4%
CN(C(=O)c1cc2n(n1)C(C(F)(F)F)CC(c1ccco1)N2)c1ccccc1 (stereo unspecified)	/	6%	-3%	23%	-12%	-2%	1%	-2%
CC1CCN(C(=S)NC(=O)c2cccs2)CC1	/	-3%	i	-11%	-8%	1%	-4%	0%
CC1(C)CC(=O)C=C(Nc2ccc(F)cc2F)C1	2%	1%	-2%	-7%	2%	7%	-1%	1%
COc1ccccc1-n1c(SCC(N)=O)nc2c(c1=O)SCC2	6%	0%	-12%	10%	-6%	-1%	0%	4%
Nc1nc2c(Cl)ccc(Cl)c2s1	/	0%	i	-1%	-13%	-4%	-1%	11%
CC(=O)Nc1ccc(S(=O)(=O)NC2(C(F)(F)F)NC(=O)N(c3ccc(C)cc3)C2=O)cc1 (stereo unspecified)	/	-9%	/	/	-10%	7%	6%	/
Cc1cc(C(F)(F)F)nn1CC(=O)NCc1cccs1	8%	-6%	-6%	9%	-7%	11%	-2%	-1%
CCc1ccc(NC(=S)NC2CCN(Cc3ccccc3)CC2)cc1	-12%	-2%	-11%	10%	1%	-11%	-1%	7%

Taken from above for reference:
SMILES	L3MBTL1 block	Tau FP inhib	RECQ1 helicase	GoLoco inh red	Tau ThT inhib	TRb SRC2 PPI	TexasRed fluor	KDM4E inh
COc1ccccc1-n1c(SCC(N)=O)nc2c(c1=O)SCC2	6%	0%	-12%	10%	-6%	-1%	0%	4%
Nc1nc2c(Cl)ccc(Cl)c2s1	/	0%	i	-1%	-13%	-4%	-1%	11%

Returning to the listing; the three compounds before the break are reprinted first.
SMILES	L3MBTL1 block	Tau FP inhib	RECQ1 helicase	GoLoco inh red	Tau ThT inhib	TRb SRC2 PPI	TexasRed fluor	KDM4E inh
CC(=O)Nc1ccc(S(=O)(=O)NC2(C(F)(F)F)NC(=O)N(c3ccc(C)cc3)C2=O)cc1 (stereo unspecified)	/	-9%	/	/	-10%	7%	6%	/
Cc1cc(C(F)(F)F)nn1CC(=O)NCc1cccs1	8%	-6%	-6%	9%	-7%	11%	-2%	-1%
CCc1ccc(NC(=S)NC2CCN(Cc3ccccc3)CC2)cc1	-12%	-2%	-11%	10%	1%	-11%	-1%	7%
CC(=O)c1ccc(CCCC(=O)O)cc1	5%	-4%	-8%	-4%	-7%	-4%	-1%	-1%
CCn1cc(/C=N\NC(=O)c2ccccc2Cl)cn1	3%	-6%	5%	3%	0%	8%	-2%	?
O=C(CN(C(=O)c1ccc2c(c1)OCCO2)c1ccccc1)NCC1CCCO1 (stereo unspecified)	3%	-5%	-14%	7%	-6%	-3%	-1%	1%
CCc1ccc(/C=N/NC(=O)c2cc(-c3ccncc3)nc3ccccc23)s1	-6%	?	0%	20%	?	-6%	-7%	-5%
COCCn1c(C)cc(C(=O)CSc2nc(C)c(C)c(C)n2)c1C	/	0%	-16%	-5%	-17%	7%	1%	-5%
Cc1cccc(Nc2nc3c(S(=O)(=O)c4ccccc4)nnn3c3ccccc23)c1	3%	?	?	24%	10%	1%	0%	?
CC(=O)c1c(N2CCN(C(=O)C3CCCO3)CC2)nc(=S)n(-c2ccccc2)c1C (stereo unspecified)	0%	3%	i	5%	-6%	-6%	0%	2%
O=C(CN1CCN(c2ccccn2)CC1)Nc1ccc(OCc2ccccc2)cc1	-13%	8%	-9%	1%	?	8%	0%	5%
CCCC(=O)OCC(=O)c1[nH]c(C)c(C(C)=O)c1C	-26%	10%	-11%	7%	5%	10%	-6%	2%
COc1ccc(NCC(=O)N/N=C2\CCc3ccccc32)cc1	-30%	7%	16%	7%	?	10%	-3%	-19%
Cc1c(Cl)c([N+](=O)[O-])nn1CC(=O)NCc1ccco1	-11%	-6%	-15%	3%	-9%	-2%	-6%	0%
Cc1nc(CCNC(=O)c2ccccc2)cs1	0%	?	0%	-11%	-9%	-10%	-4%	2%
O=C(NCCc1c[nH]c2ccccc12)c1cnccn1	/	10%	i	9%	-14%	-4%	-1%	3%
CCCCOc1ccc(C(=O)NCCS(=O)(=O)N2CCN(c3ccccc3OC)CC2)cc1	/	?	/	/	-10%	3%	-6%	/
COc1ccc(-c2ccnc(SCC(=O)N3CCOCC3)n2)cc1	4%	-7%	0%	4%	-4%	-7%	-6%	?
COC1Cc2ccccc2N(C(=O)N2CCN(CCO)CC2)c2ccccc21 (stereo unspecified)	0%	0%	-1%	4%	-13%	6%	-4%	-14%
COCCNC(=O)CSc1nc2ccccc2nc1Cc1ccc(C)cc1	/	-1%	/	/	7%	5%	-1%	/
CCC(=O)N1c2ccccc2CC1C(=O)NCCCN1CCN(c2cc(C)ccc2C)CC1 (stereo unspecified)	/	8%	/	/	-5%	7%	0%	/
